PriA SSB inh: blocks PriA binding to SSB C-terminal tail | 430,000 tested, 0.6% active | inhibition, % at 33 µM | AlphaScreen SSBct-PriA binding, biotinylated peptide; in the data active means inhibition mostly above about 37%, no sharp cut-off; inactive means mostly below about 20%;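 further: plate controls were negative control peptide for no effect and reference peptide for full effect; strong numbers were not always called active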
An asterisk follows results filed as active; & = joins results of further samples.

For O=C(c1ccc(=O)[nH]c1)N1CCN(c2nc3c(C(F)(F)F)cccc3s2)CC1 the results were PriA SSB inh 10.
Screening O=C(c1ccc2nc[nH]c2c1)N1CCC(n2c(=O)[nH]c3ccc(F)cc3c2=O)CC1 returned PriA SSB inh -9.
For CCc1ccc2nc(Nc3nc4ccc(NC(C)=O)cc4s3)sc2c1 the results were PriA SSB inh 2.
O=C(CCl)Nc1noc2ncccc12 was read as PriA SSB inh -1.
O=C(CSC1=NC2(CCCC2)N=C1c1cccs1)Nc1ccc2c(c1)OCO2 was read as PriA SSB inh -12.
For Cc1cc(NC(=O)C2CCN(c3cc(-n4cncn4)ncn3)CC2)sn1 the results were PriA SSB inh -25.
For Cn1nc(CNC(=O)CSc2ccc(F)cc2)cc1-c1cccs1 the results were PriA SSB inh -4.
Cc1ccc(C)c2sc(NC(=O)C3CCCN(S(C)(=O)=O)C3)nc12 (stereo not drawn) was read as PriA SSB inh -11.
For CCCc1nnsc1C(=O)N(CC)Cc1cnc2ccccn12 the results were PriA SSB inh -25.
O=C1N(Cc2ccc(Cl)cc2)c2ccccc2S(=O)(=O)N1Cc1ccc(F)cc1 was read as PriA SSB inh -21.

2 compounds drawn at random from those above:
Screening O=C(c1ccc2nc[nH]c2c1)N1CCC(n2c(=O)[nH]c3ccc(F)cc3c2=O)CC1 returned PriA SSB inh -9.
For O=C(c1ccc(=O)[nH]c1)N1CCN(c2nc3c(C(F)(F)F)cccc3s2)CC1 the results were PriA SSB inh 10.

Next section
O=C(NCC[C@H]1CCCCN1S(=O)(=O)c1cccs1)C(=O)NCc1ccccc1F was read as PriA SSB inh -10.
For CCOC(=O)N1CCN(c2nc3c(c(=O)[nH]c(=O)n3C)n2CCSc2ncccn2)CC1 the results were PriA SSB inh -2.
Screening O=C(Nc1nc(-c2ccccn2)cs1)c1ccc(I)cc1 returned PriA SSB inh 39.
For CCOc1ccc(-c2noc(CN3C(=O)COc4cc(C)ccc43)n2)cc1 the results were PriA SSB inh -5.
Screening O=C(NN=Cc1c[nH]c2ccccc12)c1ccccc1Cl returned PriA SSB inh -14.
`N#CCC(=O)NN=Cc1ccc(OC2CSC2)cc1` gave PriA SSB inh -4.
`Cc1cc(F)ccc1NC(=O)Cn1cc(S(=O)(=O)N2CCCCC2)ccc1=O` gave PriA SSB inh -10.
For CN1CCC[C@H](C(=O)NCC#CCN2CCOCC2)C1 the results were PriA SSB inh -8.
CC(=NNC(=O)c1cccnc1)c1cc(C)oc1C was read as PriA SSB inh -8.
CN(C)c1ccc(/C=N/N=C2/NC(=O)C(CC(=O)c3ccccc3)S2)cc1 (stereo not drawn) was read as PriA SSB inh -2.
`CCc1c(C)nc2n(c1=O)C[C@H](C(=O)NCC(F)(F)F)CS2` gave PriA SSB inh -15.
`COc1ccc(-c2nnc(NC(=O)C3CCCN3S(C)(=O)=O)o2)c(OC)c1` (stereo not drawn) gave PriA SSB inh -1.
`CN(C)c1ccc(CCNC(=O)c2ccccc2Cl)cc1` gave PriA SSB inh 11.
Screening O=S(=O)(NCCn1ccc(C(F)(F)F)n1)C1CCCCC1 returned PriA SSB inh 3.
O=C(Nc1nc(S(=O)(=O)Cc2ccccc2)ns1)c1ccccc1F was read as PriA SSB inh -1.
For CC(C)(C)c1ccc(S(=O)(=O)N=C2C=C(NS(=O)(=O)c3ccccc3)C(=O)c3ccccc32)cc1 the results were PriA SSB inh 33.
Cc1cc(NC(=O)CS(=O)(=O)c2ccc(Cl)cc2)on1 was read as PriA SSB inh -1.
Screening Cc1ccc(S(=O)(=O)N(CC(=O)N2CCc3ccccc32)C(=O)N2CCN(C)CC2)cc1 returned PriA SSB inh 6.
Cc1ccc(NC(=O)c2ccccc2NC(=O)c2cc3ccccc3oc2=O)c(C(=O)c2ccccc2)c1 was read as PriA SSB inh -3.
COc1cccc(C(=O)Nc2ccc(N3CCCCS3(=O)=O)cc2)c1OC was read as PriA SSB inh 1.

Filtered by structure: the entries above with an aryl thioether with sulfur outside any ring (2)
For Cn1nc(CNC(=O)CSc2ccc(F)cc2)cc1-c1cccs1 the results were PriA SSB inh -4.
For CCOC(=O)N1CCN(c2nc3c(c(=O)[nH]c(=O)n3C)n2CCSc2ncccn2)CC1 the results were PriA SSB inh -2.

Following part:
`CC(/C=C1\SC(=S)N(CCS(=O)(=O)O)C1=O)=C\c1ccccc1` gave PriA SSB inh 12.
Screening CC(C)NS(=O)(=O)c1ccc(NC(=O)c2ccncc2)cc1 returned PriA SSB inh -11.
COc1ccc(S(=O)(=O)C2CN(S(=O)(=O)c3cccnc3)C2)cc1 was read as PriA SSB inh -17.
`Cc1cccc(CC(=O)N(CCc2ccccc2)Cc2ccccn2)c1` gave PriA SSB inh -16.
Cc1ccc2nc3c(cc(C(=O)NCC4CCCO4)c(=N)n3CCCn3ccnc3)c(=O)n2c1 (stereo not drawn) was read as PriA SSB inh -1.
For CN1CCN(C(CNS(=O)(=O)c2ccc3c(c2)OCCO3)c2ccc(F)cc2)CC1 (stereo not drawn) the results were PriA SSB inh -10.
Screening CC(=O)N1c2ccc(S(=O)(=O)N3CCN(c4ccc5nncn5n4)CC3)cc2CC1C (stereo not drawn) returned PriA SSB inh -3.
Screening O=C(NCc1ccco1)C(=O)NCC1COC2(CCCC2)O1 (stereo not drawn) returned PriA SSB inh 11.
COc1ccc(/C=C\C(=O)Nc2ccc3nc(N4CCN(C)CC4)sc3c2)cc1OC was read as PriA SSB inh -1.
Screening COc1ccccc1C(=O)NCCNc1cc(-n2cccc2)ncn1 returned PriA SSB inh -8.

Ordered by SMILES length (ascending): five of the compounds above.
Screening O=C(NCc1ccco1)C(=O)NCC1COC2(CCCC2)O1 (stereo not drawn) returned PriA SSB inh 11.
COc1ccc(/C=C\C(=O)Nc2ccc3nc(N4CCN(C)CC4)sc3c2)cc1OC was read as PriA SSB inh -1.
For CN1CCN(C(CNS(=O)(=O)c2ccc3c(c2)OCCO3)c2ccc(F)cc2)CC1 (stereo not drawn) the results were PriA SSB inh -10.
Screening CC(=O)N1c2ccc(S(=O)(=O)N3CCN(c4ccc5nncn5n4)CC3)cc2CC1C (stereo not drawn) returned PriA SSB inh -3.
Cc1ccc2nc3c(cc(C(=O)NCC4CCCO4)c(=N)n3CCCn3ccnc3)c(=O)n2c1 (stereo not drawn) was read as PriA SSB inh -1.

The results go on:
Screening COc1ccc(C)c2sc(N(CCCN3CCOCC3)C(=O)c3ccnn3C)nc12 returned PriA SSB inh 3.
Cc1occc1C(=O)NN=Cc1ccc(-c2ccccc2)cc1 was read as PriA SSB inh -11.
Cn1nnn(-c2ccc(NC(=O)CSc3ccc(F)cc3)cc2)c1=O was read as PriA SSB inh -12.
For Cc1cc(NC(=O)CSc2ncc(CO)n2Cc2ccc(Cl)cc2)no1 the results were PriA SSB inh 1.
For CCC(C)(C(=O)NC1CCCCC1)N(Cc1ccco1)C(=O)c1ccc(=O)[nH]c1 (stereo not drawn) the results were PriA SSB inh 10.
For CCOC(=O)NN=Cc1c(F)c(F)c(F)c(F)c1F the results were PriA SSB inh -11.
Cn1ncc([N+](=O)[O-])c1C(=O)NN=Cc1cccc([N+](=O)[O-])c1 was read as PriA SSB inh 4.
Screening O=c1c(S(=O)(=O)c2cccc(Cl)c2)cn(Cc2ccc(F)cc2)c2cc(N3CCOCC3)c(F)cc12 returned PriA SSB inh -4.
`N#CCON=C(c1ccccc1)c1ccncc1` gave PriA SSB inh -9.
Screening CC(=O)N1CCc2ccc(NS(=O)(=O)c3cccc(F)c3)cc2C1 returned PriA SSB inh -10.

As a short view, some entries already given:
Screening COc1ccc(C)c2sc(N(CCCN3CCOCC3)C(=O)c3ccnn3C)nc12 returned PriA SSB inh 3.
Cc1occc1C(=O)NN=Cc1ccc(-c2ccccc2)cc1 was read as PriA SSB inh -11.
Cn1nnn(-c2ccc(NC(=O)CSc3ccc(F)cc3)cc2)c1=O was read as PriA SSB inh -12.
For Cc1cc(NC(=O)CSc2ncc(CO)n2Cc2ccc(Cl)cc2)no1 the results were PriA SSB inh 1.
For CCC(C)(C(=O)NC1CCCCC1)N(Cc1ccco1)C(=O)c1ccc(=O)[nH]c1 (stereo not drawn) the results were PriA SSB inh 10.

The list continues.
`CCc1cc(C(=O)N/N=C\c2ccccc2O)c2ccccc2n1` gave PriA SSB inh -9.
`O=C(/C=C/c1ccc2c(c1)OCO2)NCCc1csc2nc(-c3ccc(F)cc3)nn12` gave PriA SSB inh 6.
For CSc1ccc(C(O)CNC(=O)C(=O)NC2CCCC2)cc1 (stereo not drawn) the results were PriA SSB inh -5.
For CC(C)(C)c1ccc2c(c1)OC(C(=O)N/N=C/c1ccc(-c3cccc(C(=O)O)c3)o1)CO2 (stereo not drawn) the results were PriA SSB inh inactive.
`COC(CNC(=O)c1c(F)cccc1Cl)c1ccc(Cl)s1` (stereo not drawn) gave PriA SSB inh -4.
Cc1nn(-c2ccccc2)c(C)c1C=NNC(=O)c1cc(O)cc(O)c1 was read as PriA SSB inh -12.
`O=C(Nc1nc(-c2nc3ccccc3s2)cs1)c1nc2ccccc2s1` gave PriA SSB inh -7.
`Cc1nc2ccccc2c(=O)n1-c1cccc(NC(=O)c2ccccc2I)c1` gave PriA SSB inh 13.
For COc1ccc(-n2nnc(C(=O)NCc3ccco3)c2-c2cccnc2)cc1 the results were PriA SSB inh -1.
COc1ccc(C(=O)NCCN2CCN(c3ccccc3F)CC2)c(OC)c1OC was read as PriA SSB inh -22&-18.
`CCOC(=O)/C=C/C(=O)Nc1ccc(S(=O)(=O)Nc2nc(C)cc(C)n2)cc1` gave PriA SSB inh 1.
O=C(Nc1ccc(F)cc1)c1ccno1 was read as PriA SSB inh 1.
For COC(=O)N1CCc2c(sc(NC(=O)c3ccco3)c2C(N)=O)C1 the results were PriA SSB inh -6.
Screening Cc1ccc(C=NOC(=O)c2nn(C)cc2Cl)cc1 returned PriA SSB inh -13.
Screening O=C(CCS(=O)(=O)c1ccccc1)NCCc1nc2c(c(C(F)(F)F)n1)COCC2 returned PriA SSB inh -24.
COc1ccccc1CNC(=O)CC1CCCCN1S(=O)(=O)c1ccccc1 (stereo not drawn) was read as PriA SSB inh 16.
`NS(=O)(=O)c1ccc(NN=Cc2ccccc2Br)cc1` gave PriA SSB inh 10.
COc1ccc(CC(=O)NCCNC(=O)c2ccc(NC(=O)C(C)C)cc2)cc1 was read as PriA SSB inh 0.
For O=S(=O)(c1ccccc1)c1cnc2ccc(F)cc2c1N1CCN(c2cccc(Cl)c2)CC1 the results were PriA SSB inh -11.
Screening Cn1cccc1C(CNS(=O)(=O)c1ccccc1Cl)N1CCCC1 (stereo not drawn) returned PriA SSB inh 7.
CC(C)c1ccc(C=NNC(=O)c2cccc(S(=O)(=O)N3CCOCC3)c2)cc1 was read as PriA SSB inh -11.
`COc1ccc(CNC(=O)NCCn2nc(-c3cccs3)cc2C2CC2)cc1OC` gave PriA SSB inh 8.
For Cc1cccc(NC(=O)CSc2nnc3cc(C)c4ccccc4n23)c1 the results were PriA SSB inh -5.
For CC(C)(C)OC(=O)NN=Cc1cn(-c2ccccc2)nc1-c1cccnc1 the results were PriA SSB inh -2.
`Cc1ccc(S(=O)(=O)n2cc(C(C#N)N3CCOCC3)c3ccccc32)cc1` (stereo not drawn) gave PriA SSB inh -3.
O=C(NCc1n[nH]c(=O)c2ccccc12)c1cccs1 was read as PriA SSB inh 2.
C(=C\c1cccs1)/c1ccccc1 was read as PriA SSB inh -8&2.
Screening CN1CCN(NC(=O)CSc2cccc3cccnc23)CC1 returned PriA SSB inh 91*.
`O=C(NCCc1ccc(F)cc1)c1csc(-c2cnccn2)n1` gave PriA SSB inh -17.
For Cc1cc(-c2nnc(NC(=O)c3ccc4c(c3)OCCO4)o2)nn1C the results were PriA SSB inh -8.
Screening Cc1ccc(S(=O)(=O)N(C)c2ccccc2)s1 returned PriA SSB inh -10.
For O=C(Cc1cccs1)NN=C/C(Br)=C/c1ccccc1 the results were PriA SSB inh -24.
`Cc1nnsc1C(=O)NC[C@H](O)c1ccc2c(c1)CCO2` gave PriA SSB inh -8.
O=c1oc2ccc(Cl)cc2cc1S(=O)(=O)N1CCCC1 was read as PriA SSB inh 0.
Screening Cn1c(=O)c2c(ncn2CC(=O)Nc2cc(-c3ccco3)nn2CCO)n(C)c1=O returned PriA SSB inh -21.
`CC(C)(C)c1cc(NC(=O)C2CN(C(=O)COc3ccccc3F)C2)on1` gave PriA SSB inh -2.
For CCOC(=O)C1CCN(C(=O)c2csc(Nc3ccccc3)n2)CC1 the results were PriA SSB inh 1.
`O=C(O)c1ccc2ccccc2n1` gave PriA SSB inh 2.
`CCSc1nnc(NC(=O)CSc2nnc(CNC(=O)c3ccccc3)n2-c2cccc(C(F)(F)F)c2)s1` gave PriA SSB inh -1.
Cc1cncn(CCNC(=O)Nc2ccc(Cl)c(Cl)c2)c1=O was read as PriA SSB inh -17.
For COC(=O)c1ccc(S(=O)(=O)NCCn2nc(C(F)(F)F)n(C)c2=O)cc1 the results were PriA SSB inh -3.
Screening Cn1cccc1C(CNS(=O)(=O)c1ccc(F)cc1F)N1CCc2ccccc2C1 (stereo not drawn) returned PriA SSB inh -11.
For CCOc1ccc(-c2csc(-n3nc(C)cc3NC(=O)c3ccc([N+](=O)[O-])o3)n2)cc1 the results were PriA SSB inh -10.
O=C(NCCN1CCC(c2cccs2)CC1)C(=O)NCC1CCCO1 (stereo not drawn) was read as PriA SSB inh -17.
For COc1cccc(/C=C2/SC(=S)N(Nc3ccc([N+](=O)[O-])cc3[N+](=O)[O-])C2=O)c1OC the results were PriA SSB inh 0.
Screening Cc1ccc(-c2cc(CC(=O)NCCCc3ccccc3)no2)cc1 returned PriA SSB inh -8.
O=C(c1cnn2ccccc12)N1CCN(S(=O)(=O)c2ccc(Cl)s2)CC1 was read as PriA SSB inh -10.
For O=C(CS(=O)(=O)c1ccc(Cl)s1)Nc1cc(F)ccc1F the results were PriA SSB inh 2.
`C=CCn1c(=O)c(C(=O)Nc2cc(C)ccc2OC)c(O)c2ccccc21` gave PriA SSB inh -1.
For Cc1ccc(N(Cc2ccco2)C(=O)CNS(=O)(=O)c2ccc(Cl)cc2)cc1 the results were PriA SSB inh -8.
Screening CCOc1ccc(N2CCn3c2nn(CC(=O)Nc2ccccc2C(F)(F)F)c(=O)c3=O)cc1 returned PriA SSB inh -15.
NC(=O)Cc1c(Br)oc2ccc3ccccc3c12 was read as PriA SSB inh -9.

Compound activity (PubChem BioAssay)

This is a subset. The share of hits here may be higher or lower than overall.
